# CRFR2-BP antag – antagonists of CRF-BP/CRF-R2 complex, primary screen, cell-based, HEK293, calcium dye fluorescence, uHTS; inhibition, % at 11.8 µM; CRF-induced calcium fluorescence; 350,000 compounds, 0.59% hits;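 active = inhibition of the ligand-induced calcium signal above about 50% at the single tested concentration, limit read from the data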
# M5 ag – human M5 muscarinic receptor agonists, primary screen, CHO-K1 cells, Fluo-8 calcium fluorescence; Muscarinic acetylcholine receptor M5 (Homo sapiens), P08912; CHO-K1 hM5 cells; 0% DMSO wells, 100% maximal acetylcholine response; activation, % at 3 µM; 360,000 compounds, 0.19% hits; AID 624037, 2012;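 active = activation above the run's mean over test compounds plus 3 SD, cut at about 23% in these data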;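 also: signal is peak over basal fluorescence ratio across the kinetic read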
# Target sequence (P08912 whole entry, looked up): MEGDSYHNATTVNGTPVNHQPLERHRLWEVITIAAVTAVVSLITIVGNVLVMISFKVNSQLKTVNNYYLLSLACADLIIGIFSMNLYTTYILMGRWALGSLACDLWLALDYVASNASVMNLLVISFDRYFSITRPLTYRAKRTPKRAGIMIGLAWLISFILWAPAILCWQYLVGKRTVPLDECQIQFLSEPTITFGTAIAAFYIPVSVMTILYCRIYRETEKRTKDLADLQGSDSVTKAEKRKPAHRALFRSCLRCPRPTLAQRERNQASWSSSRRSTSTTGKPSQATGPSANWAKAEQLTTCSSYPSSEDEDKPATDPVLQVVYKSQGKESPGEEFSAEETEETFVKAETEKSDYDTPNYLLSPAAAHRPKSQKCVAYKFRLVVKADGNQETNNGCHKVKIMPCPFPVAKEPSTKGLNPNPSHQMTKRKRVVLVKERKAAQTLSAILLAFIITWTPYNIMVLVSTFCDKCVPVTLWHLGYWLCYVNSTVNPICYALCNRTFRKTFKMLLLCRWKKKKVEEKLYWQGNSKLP
# M5 PAM – human M5 muscarinic receptor positive allosteric modulators, primary screen, CHO-K1 cells, Fluo-8 calcium fluorescence. CHO-K1 hM5, ACh EC20 PAM; 0% = ACh EC20, 100% = ACh EC100. AID 624038, 2012. activation, % at 3 µM. Muscarinic acetylcholine receptor M5 (Homo sapiens), P08912. 360,000 compounds, 0.3% hits;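 active = activation above the run cutoff, the mean activation of all test compounds plus 3 SD, cut at about 18% in these data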
#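 System: CHO-K1 cell line with stable human muscarinic M5 receptor expression | Also added: EC20 acetylcholine as agonist stimulus | Compound: One concentration, 3 µM final (nominal) | Timing: Fluo-8 loading 80 min at 37 °C plus 30 min room temperature | Measured by: Fluo-8 calcium dye fluorescence, kinetic read | Read-out basis: % activation, ACh-normalized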
# M4 ag – human M4 muscarinic receptor agonists, primary screen, CHO-K1 cells, Fluo-8 calcium fluorescence; AID 624127, 2012; CHO-K1 hM4/Gqi5; vehicle 0%, full acetylcholine response 100%; Muscarinic acetylcholine receptor M4 (Homo sapiens), P08173; 360,000 compounds, 0.14% hits; activation, % at 3 µM;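 active = activation above the run mean over all test wells plus 3 SD, cut at about 32% in these data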;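 also: peak over basal fluorescence ratio per well then scaled between controls; 0% = DMSO wells and 100% = acetylcholine at EC100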
# Target sequence (P08173 whole entry, looked up): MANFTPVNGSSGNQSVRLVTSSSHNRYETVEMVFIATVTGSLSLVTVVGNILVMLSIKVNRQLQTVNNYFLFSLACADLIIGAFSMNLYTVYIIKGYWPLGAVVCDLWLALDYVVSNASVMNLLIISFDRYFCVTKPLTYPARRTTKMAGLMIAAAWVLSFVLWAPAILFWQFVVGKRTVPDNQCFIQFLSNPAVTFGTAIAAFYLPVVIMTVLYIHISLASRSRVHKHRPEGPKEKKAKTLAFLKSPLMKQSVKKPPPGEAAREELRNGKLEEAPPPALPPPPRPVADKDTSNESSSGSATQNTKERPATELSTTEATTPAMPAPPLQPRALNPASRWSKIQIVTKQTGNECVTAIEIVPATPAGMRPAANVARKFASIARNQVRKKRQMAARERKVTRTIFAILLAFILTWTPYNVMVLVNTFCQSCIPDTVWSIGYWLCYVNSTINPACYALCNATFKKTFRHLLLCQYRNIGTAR
# CHRM4 PAM – human M4 muscarinic receptor positive allosteric modulators, primary screen, CHO-K1 cells, Fluo-8 calcium fluorescence; CHO-K1 hM4/Gqi5, ACh EC20; 0% = ACh EC20, 100% = maximal ACh; activation, % at 3 µM; 360,000 compounds, 0.4% hits; AID 624126, 2012;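 active = activation above its plate's cutoff, the mean activation of sample wells plus 3 SD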; also: some results filed as inactive read as strong as hits
# CHRM5 antagonist – human M5 muscarinic receptor antagonists, primary screen, CHO cells, Fluo-8 calcium fluorescence | Muscarinic acetylcholine receptor M5 (Homo sapiens), P08912 | CHO-hM5 cells, ACh EC80 | inhibition, % at 3 µM | 360,000 compounds, 0.59% hits;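 active = inhibition above a per-plate cutoff, the mean of that plate's test compounds plus 3 SD, cut at about 27% in these data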;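 also: 0% = acetylcholine EC80 with DMSO and 100% = DMSO without agonist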
# CHRM4 antagonist – human M4 muscarinic receptor antagonists, primary screen, CHO cells, Fluo-8 calcium fluorescence; Muscarinic acetylcholine receptor M4 (Homo sapiens), P08173; CHO-hM4 cells, ACh EC80; inhibition, % at 3 µM; 360,000 compounds, 0.73% hits; AID 624125, 2012;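 active = inhibition above its plate's cutoff, the mean inhibition of sample wells plus 3 SD, cut at about 27% in these data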;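 also: 0% = acetylcholine EC80 with DMSO and 100% = DMSO without agonist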
# IDE cell inh – human IDE inhibitors in live cells, primary screen, fluorescence polarization, HEK cells, FAbetaB substrate; Insulin-degrading enzyme (Homo sapiens), P14735; 320,000 compounds, 0.41% hits; inhibition, % at 5.59 µM; FAbetaB cleavage;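 active = percent inhibition above the average of all tested compounds plus 3 SD, set per screening campaign, cut at about 16% in these data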;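 also: IDE supplied by intact live HEK cells; FP after avidin binding of uncleaved biotin substrate so inhibition keeps polarization high; 0% = DMSO wells and 100% = 60 µM reference IDE inhibitor Ii1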
# CRFBP-R2 agonist – agonists of CRF-BP/CRF-R2 complex, primary screen, cell-based, HEK293, calcium dye fluorescence, uHTS; activation, % at 13.2 µM; CRF-binding protein / CRF receptor 2 complex (human); calcium dye fluorescence (FLIPR); percent of saturating CRF peptide response; AID 588473, 2011; 350,000 compounds, 0.46% hits;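 active = activation of at least 50%, plus an integration ratio under a set limit after plate pattern correction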;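 also: plate controls were neutral control wells without compound for no effect and CRF at EC100 for full effect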
# * marks the source's active call; other numbers are inactive results; x = no result given.
SMILES,CRFR2-BP antag,M5 ag,M5 PAM,M4 ag,CHRM4 PAM,CHRM5 antagonist,CHRM4 antagonist,IDE cell inh,CRFBP-R2 agonist
CC(=O)Nc1ccc2c(c1)Cc1c-2cc(Cl)c(NC(C)=O)c1Cl,2,2,2,2,10,5,-7,x,-2.3
COc1cccc(OCCOc2ccc(/C=C3\C(=N)N4N=C(S(C)(=O)=O)SC4=NC3=O)cc2OC)c1,46,-2,-5,1,-4,14,7,x,-4.1
C/C(=N\NC(=O)c1cccc(S(=O)(=O)N2CCOCC2)c1)c1ccc(OC(F)F)cc1,2,2,-1,2,1,3,6,-4,-0.5
O=C(Nc1ccc(NC(=O)C2CC2)nc1)c1cccc(F)c1,6,-2,-1,2,-5,3,4,3,2.3
Cc1ccc(N2CC(C(=O)N3CCC(C(=O)Nc4cccc(Br)c4)CC3)CC2=O)cc1 (stereo unspecified),2,-4,-6,0,-6,12,7,4,-1.1
CCc1ccc(NC(=O)CCNS(=O)(=O)c2cccs2)cc1,-9,0,0,0,-3,-3,6,-5,0.6
COc1ccc(S(=O)(=O)NCC2CCCN(C(=O)CCSC)C2)cc1 (stereo unspecified),-15,0,3,1,-3,-1,-5,3,1.3
O=C(CC1(O)CCCCC1)OC1CCCC1,-19,1,-1,0,2,7,1,x,-1.3
CCN(CC)S(=O)(=O)c1ccc(-c2nnc(SCc3nnc(-c4ccc(C)cc4)o3)o2)cc1,-3,3,2,0,8,-3,2,5,6.3
COc1ccccc1CNS(=O)(=O)c1c(C)noc1C,-19,-5,0,1,3,6,0,-3,-0.8
O=C(CN1CCN(Cc2ccccc2)CC1)Nc1ccccc1-c1ccccc1,-14,-17,-13,0,-15,6,-9,-3,-1.6
CC(=O)c1ccc(Nc2nc(C(N)C(C)C)cs2)cc1 (stereo unspecified),x,1,4,1,10,-2,-13,x,x
COc1ccc(OCc2nnc(SCC(=O)NC3CC3)n2C)cc1,-16,-2,11,2,8,-17,9,10,-0.5
Nc1ccc(C(=O)OCC(=O)NC2CC2)cc1[N+](=O)[O-],3,4,-2,-1,-11,10,0,2,0.3
O=C(NC1CC1)C(Cl)c1ccccc1 (stereo unspecified),9,-1,6,1,-1,3,11,-4,-1.4
COc1ccc(S(=O)(=O)N2CCC(C(=O)NCc3ccccn3)CC2)cc1C,-4,-2,-2,0,6,-9,1,6,-1.0
Cc1ccccc1CSc1nsc(N)n1,7,-3,2,0,4,-4,1,-3,-3.0
CCOC(=O)[C@]12CCCC=C1N(Cc1ccc3c(c1)OCO3)C(=O)[C@H](CC(=O)NCCc1ccccc1OC)C2,x,-3,-10,4,-2,-2,-15,x,x
Cc1ccc(C)c(NS(=O)(=O)c2cc(C(N)=O)ccc2C)c1,9,1,3,1,2,-3,1,0,0.8
Cc1ccc2c(c1)N(CC(=O)NCCc1ccc(Cl)cc1)C(=O)c1cccnc1O2,9,5,-14,16,-5,13,7,4,-1.4
CC(C)Cn1c(SCC(=O)N(C)c2c(N)n(Cc3ccccc3)c(=O)[nH]c2=O)nc2ccccc21,-4,3,-2,1,8,2,-21,-3,-0.6
OCCN(Cc1ccccc1)C(=S)NC1CCCCC1,-4,-1,-8,1,-9,5,17,8,-0.1
CCn1c(C)c(C(C)=O)c(N2CCN(c3cccc(Cl)c3)CC2)nc1=S,-17,-11,-3,2,-1,0,-6,1,29
O=C(COC(=O)CCC(=O)c1cccs1)NCc1ccccc1,7,2,6,1,1,4,3,-1,0.7
O=C(c1cccc(S(=O)(=O)N2CCCCC2)c1)N(CCc1ccccc1)Cc1ccccc1,17,-4,-16,1,-7,9,9,4,3.7
FC(F)(F)c1ccccc1CNCc1ccc2c(c1)OCO2,4,-2,1,0,-4,7,10,x,-4.7
O=C1Nc2ccccc2-n2nnnc2C1N1CCN(c2cccc(C(F)(F)F)n2)CC1 (stereo unspecified),x,4,-6,13,8,11,-6,x,x
COc1ccc(CC2(CO)CCN(Cc3cccn3-c3ccccn3)CC2)cc1,-15,-4,-7,0,-15,4,-12,-5,1.2
COc1ccccc1Nc1ccc(NS(=O)(=O)c2ccc(C(C)=O)cc2)cc1,-7,9,-10,12,-14,8,10,7,-0.4
S=c1[nH]c(-c2ccc(Cl)cc2)cs1,-4,1,2,2,0,9,0,14,-0.7
O=C(Cc1ccc(Cl)cc1)Nc1ccc2oc(-c3ccncc3)nc2c1,2,-4,9,2,-1,-7,-4,1,0.1
COc1cccc2sc3cc(NCCCN4CCOCC4)ccc3c(=O)c12,4,4,3,5,1,4,0,2,-1.5
On1nnc2c3ccccc3c3ccccc3c21,3,0,-3,2,7,5,-2,0,-0.1
Cc1cccc(N2CC(C(=O)NCCC3=CCCCC3)CC2=O)c1C (stereo unspecified),-1,1,-7,1,3,10,-4,0,-1.3
Cc1cccc(-n2c(-c3ccncc3)n[nH]c2=S)c1,14,-1,3,0,17*,-4,-5,-2,7.2
CSCCC1NC(=O)N(CC(=O)Nc2cc(C)on2)C1=O (stereo unspecified),-4,1,-5,1,6,5,3,0,-0.1
O=S(=O)(c1ccccc1)c1cnn(-c2ccccc2)c1-c1ccc(F)cc1,51*,-5,-4,-3,-5,6,2,0,-0.5
COC(=O)[C@@]1(Cc2ccc(OC)cc2)[C@H]2c3cc(C(=O)N4CCCC4)n(CCc4ccc(OC)c(Br)c4)c3C[C@H]2CN1C(=O)c1ccccc1,x,0,-7,2,2,6,4,x,x
CCOC(=O)c1[nH]c(C)c(C(=O)OC(C)C(=O)Nc2ncc(Cl)cc2Cl)c1C (stereo unspecified),-2,-5,-5,2,1,3,8,6,0.8
CC(C)(C)c1cc(C2COC(=O)COCCOCC(=O)OCCOCCO2)cc(C(C)(C)C)c1O (stereo unspecified),3,2,4,2,2,5,-9,x,-4.6
Cc1nn(-c2ccccc2)c2c1C(c1ccc(F)cc1)C(C#N)=C(N)O2 (stereo unspecified),17,0,3,1,3,-5,-2,3,-3.1
CCOC(=O)C1=C(C)N(C)C(=O)NC1c1c(O)ccc2ccccc12 (stereo unspecified),0,-5,-6,3,-6,4,-14,1,-1.0
COc1ccccc1CNC(=O)COC(=O)c1nccnc1N,24,-2,4,1,-2,-17,-2,-2,0.0
Cc1[nH]c2ccccc2c1SCC(=O)N1CCOCC1,3,1,2,0,5,-2,-1,-1,2.2
CCOC(=O)c1ccc(NC(=O)CSCC(=O)OCC(=O)c2ccccc2)cc1,-12,3,-3,2,-3,-4,-3,9,1.1
O=C(CSc1cccc[n+]1[O-])Nc1cccc(Oc2ccccc2)c1,17,-1,-8,14,-8,14,0,4,-1.7
CCOc1ccc(N2CCc3c(C)nc(SC)nc32)cc1,2,-5,3,-2,-3,0,0,1,0.1
Cc1cc(F)ccc1S(=O)(=O)N1CCC2(CC1)OCCN2S(=O)(=O)c1cccs1,-2,5,-4,6,-4,-2,12,0,4.7
O=C(CSc1n[nH]c(-c2ccncc2)n1)Nc1ccccc1C(F)(F)F,-12,-1,0,0,-2,13,9,6,2.7
O=C(NO)c1cc(OCC(F)(F)F)ccc1OCC(F)(F)F,22,0,-1,0,13,-1,8,-9,-0.1
CC(C)c1ccc(NC2CCCN(C(=O)c3cnc4ccccn4c3=O)C2)cc1 (stereo unspecified),2,1,-4,2,6,5,-10,-2,-0.8
CCc1ccc[n+](-c2[nH]c(=O)sc2/C=N/NC([S-])=Nc2ccccc2)c1,-48,2,-1,3,4,4,4,1,85*
CC(=O)c1ccc(C(=O)Nc2ccc3c(c2)C(=O)NC3=O)cc1,-2,1,-3,1,-3,3,-3,0,0.5
CCCCCn1c(=S)[nH]c2cc(C(=O)N3CCCC3)ccc2c1=O,-3,3,4,0,-2,3,7,2,-1.0
[O-][n+]1ccc(OCc2ccccc2)cc1,18,-1,3,1,7,2,-8,4,0.0
COc1ccc(CNC(=O)CCC2N=C3c4ccccc4N=C(SCC(=O)NCC4CCCO4)N3C2=O)cc1 (stereo unspecified),-12,-5,1,0,-3,-16,-8,8,2.3
CCC(CC)c1nnc(NC(=O)c2nn(C)c(=O)c3ccccc23)s1,x,-3,2,1,1,0,-15,2,x
Cc1ccc(N(C(=O)c2csnn2)C(C(=O)NC2CCCCC2)c2ccccn2)cc1 (stereo unspecified),9,-2,6,0,-10,5,4,0,-0.6
CCOC(=O)c1sc2nc(C3CC3)cc(-c3ccc(F)cc3)c2c1N,-24,-2,3,0,8,-6,7,6,-2.3
COc1cc(S(=O)(=O)N(Cc2ccccc2)CC2CCCO2)ccc1-n1cnnn1 (stereo unspecified),-3,-2,-6,10,-12,8,-10,1,-0.4

# The results go on.
SMILES,CRFR2-BP antag,M5 ag,M5 PAM,M4 ag,CHRM4 PAM,CHRM5 antagonist,CHRM4 antagonist,IDE cell inh,CRFBP-R2 agonist
CCN(CC)CCN(C(=O)/C=C/c1cccs1)c1nc2ccc(Cl)cc2s1,-20,-5,6,2,-5,-11,-10,-12,2.0
COc1ccccc1N1CCN(C2CC(=O)N(C)C2=O)CC1 (stereo unspecified),1,-4,-6,0,9,6,-1,0,-1.6
Fc1ccccc1CN(CCN1CCOCC1)C(=S)Nc1ccccc1Cl,-3,-5,1,1,3,15,-5,-2,-1.9
COc1cc2c(cc1OC)C(c1ccc([N+](=O)[O-])cc1)NC(=O)C2 (stereo unspecified),11,-1,9,1,-6,1,-13,-1,0.7

# Compound activity: PubChem, several laboratories
